From PubChem
Giardia FBPA inh = inhibitors of Giardia lamblia fructose-1,6-bisphosphate aldolase; A8B2U2; purified Giardia FBPA; Potency, µM (series often up to 59.6 µM), for inactives: top-dose activity, negative = inhibition, actives largely listed as inhibitors; actives 0.71% (n = 290,000); AID 2451; note: potency is the fitted concentration of half-maximal effect; % is set by controls: 0 for no effect and ±100 for the full control effect; nearly all actives have a fitted effect of over 55% in size
Target sequence (A8B2U2 whole entry, looked up): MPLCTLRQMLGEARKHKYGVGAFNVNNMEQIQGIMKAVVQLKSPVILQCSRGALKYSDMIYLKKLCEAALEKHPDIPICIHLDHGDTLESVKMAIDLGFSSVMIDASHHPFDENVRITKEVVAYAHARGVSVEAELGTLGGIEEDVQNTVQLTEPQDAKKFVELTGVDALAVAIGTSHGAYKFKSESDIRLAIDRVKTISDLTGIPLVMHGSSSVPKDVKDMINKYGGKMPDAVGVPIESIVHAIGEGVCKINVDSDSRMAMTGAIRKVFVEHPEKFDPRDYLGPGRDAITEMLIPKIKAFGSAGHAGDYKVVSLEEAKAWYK
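40 nM FBPA preincubated 10 min at RT with compound (up to 57.5 uM final), then substrate plus GAPDH/TPI/NAD/arsenate coupling and diaphorase/resazurin added. Fluorescence read after 20 min at RT, 525/598 nm.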
Shiga toxin inh = inhibitors of Shiga toxin in Vero cells. Vero cells, Shiga toxin protein synthesis inhibition reporter. inhibition, % at 38.7 µM. actives 9.2% (n = 290,000). AID 2315; in the data active = inhibition mostly above about 28%, no sharp cut-off; inactive = mostly below about 43%; note: 0% is about no effect
Pf growth 48h = inhibits P. falciparum growth in the first generation, 48 h. P. falciparum luciferase growth in erythrocytes, 48 h. Potency, µM (doses to about 28.7 µM), for the others: at the highest dose activity change, negative = inhibition, actives largely listed as inhibitors. actives 5.9% (n = 310,000); note: potency is the fitted concentration of half-maximal effect; % is set by controls: 0 for no effect and ±100 for the full control effect
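Growth was read as firefly luciferase luminescence after a 48 h, 37 C, 5% CO2 exposure of compounds to reporter-bearing P. falciparum cultures (0.1% parasitemia, 2% hematocrit final) in Albumax-supplemented RPMI 1640.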
Pf growth 96h = inhibits malaria parasite growth, 96 h. P. falciparum luciferase reporter growth, 96 h. Potency, µM (top dose mostly 28.7 µM), without a hit: at the top dose activity change, negative = inhibition, most hits filed as inhibitors. actives 6.9% (n = 320,000). AID 504834; note: potency is the fitted concentration of half-maximal effect; % is set by controls: 0 for no effect and ±100 for the full control effect
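P. falciparum expressing integrated firefly luciferase grown in erythrocytes (2% hematocrit, 0.05% parasitemia final) with compounds for 96 hours at 37 C, 5% CO2. Growth inhibition read as loss of luminescence after adding luciferase detection reagent.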
CHX counter = affects cycloheximide protein synthesis inhibition readout, counter-screen | AID 2314 | actives 12% (n = 300,000) | max response, % | cell reporter, cycloheximide protein synthesis inhibition counterscreen; in the data active = max response mostly above about 13%, no sharp cut-off; inactive = mostly below about 14%; note: read at 38.3 µM for the half of the compounds with a filed dose; 0% is about no effect
HCV inhibitor = inhibitors of hepatitis C virus infection | Huh7.5.1 HCVcc-Cre infection, luciferase reporter, 44 h | Potency, µM (highest dose often 41.8 µM), without a hit: at the top dose activity change, negative = inhibition, hits mostly inhibitors | actives 3.4% (n = 340,000) | AID 651820; note: potency is the fitted concentration of half-maximal effect; % is set by controls: 0 for no effect and ±100 for the full control effect
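A cell-based infection assay in which seeded cells (1,000 per well) receive test compound after 4 h, are inoculated with HCVcc-Cre at approximately 0.5 moi, and are incubated 44 h before luminescence detection.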
An asterisk follows results filed as active; ? = inconclusive; . = not tested or not shown; & = joins results of further samples; [ ] = dose if it differs, or a comment. Unless noted, calls come from the whole dose curve; as a rule, active = well fitted curve in the direction sought with a large enough effect; inconclusive = small, poorly fitted or top-dose-only effect, or another doubt; inactive = no such curve, though single readings can be large; an effect the other way counts as inactive or inconclusive. Rows were taken by chance; overall some 24% were active at least once.

The opening 2 compounds, ahead of the listing:
canonical_smiles	HCV inhibitor	Shiga toxin inh	Pf growth 96h	CHX counter	Pf growth 48h	Giardia FBPA inh
CCOC(=O)N/N=C/c1cccnc1	8%	-3	3%	11	8%	4%
Cc1cccc(/C=N/N(CCO)C2=NS(=O)(=O)c3ccccc32)c1	?	-9	?	-3	?	1%

The list itself, previewed entries included:
canonical_smiles	HCV inhibitor	Shiga toxin inh	Pf growth 96h	CHX counter	Pf growth 48h	Giardia FBPA inh
CCOC(=O)N/N=C/c1cccnc1	8%	-3	3%	11	8%	4%
Cc1cccc(/C=N/N(CCO)C2=NS(=O)(=O)c3ccccc32)c1	?	-9	?	-3	?	1%
CC(=O)c1ccc(OC(C)C(=O)OCC(=O)NCCc2ccccc2)cc1 (stereo unspecified)	30%[activator]	.	?	.	?	.
CCC(Oc1ccccc1)C(=O)N(CC)CC(=O)NCc1ccc(F)cc1 (stereo unspecified)	5%	.	3%	.	?	.
O=S1(=O)CCN2C(c3cccc4ccccc34)=CSC2=N1	14%	-5	-47%[5.75 µM]	14	-12%	-16%
Cc1cccc(C(=O)Nc2nnc(-c3cccnc3)o2)c1	19%	20	2%	5	0%	16µM*
Cc1ccc(CCNC(=O)CCS(=O)(=O)c2ccc(Br)cc2)cc1	6%	-7	?	-7	-17%[1.15 µM]	-3%
O=C(CCNS(=O)(=O)c1ccccc1)OCc1nc2ccsc2c(=O)[nH]1	13%	.	29%	.	?	.
CCOC(=O)Cn1c2ccc(OC)cc2c2nc3ccccc3nc21	?	41	?	-5	?	-7%
O=C(Cn1c2ccccc2c2nc3n(c(=O)c21)CCS3)Nc1ccccc1	9%	1	18%	-1	-7%	.
COc1cccc(NC(=O)c2ccc(NCCCN3CCC(C)CC3)c([N+](=O)[O-])c2)c1	?	-10	?	-4	2.1µM*	2%
COc1cc(/C=C/C(=O)Nc2cc(C(F)(F)F)ccc2Cl)cc(OC)c1OC	?	-12	2.6µM*	-5	10µM*	-2%
Cc1ccc(N2C(=O)NC3(CCCCC3)C2=O)cc1	3%	53	.	39	33%[activator]	8%
COCC(C)n1c(C)cc(C(=O)COC(=O)c2nc3nc(C)cc(C)n3n2)c1C (stereo unspecified)	-10%	-10	.	2	-6%	-11%
O=C(Nc1ccc(C(=O)N2CCCc3ccccc32)cc1)c1cccs1	-25%	12	-28%	-1	-27%	-8%
O=C(Cn1nnc2ccccc2c1=O)N1CCCc2ccccc21	10%	26	34%[activator]	-2	15%	4%
CC(/C=C/c1ccco1)=N/NC(=O)Cc1cccs1	-3%	-30	12%	14*	20%	-1%
COc1ccccc1N1CCN(Cc2nc3ccccc3c(=O)n2CC(C)=O)CC1	-2%	10	?	-1	?	5%
Cc1cc(OCC(=O)O)c2c3c(c(=O)oc2c1)CCCC3	7%	-7	.	-1	-8%	15%
CCc1nnc(NC(=O)C2Cc3ccccc3CN2S(=O)(=O)c2cccs2)s1 (stereo unspecified)	6%&13%	49*	6%[5.75 µM]	43*	?	-8%
COc1nc(Cl)cn(-c2ccc(Cl)cc2)c1=O	-14%	10	-23%	0	-18%	4%
NC(=O)c1oc2ccc(Cl)cc2c1N	-19%	18	11%	0	2%	3%
Cc1nn(CCC#N)c(NC(=O)c2ccc(Cl)cc2Cl)c1P(=O)(Nc1ccc([N+](=O)[O-])cc1)N1CCOCC1 (stereo unspecified)	23%	-18	.	12	8.3µM*	4%
CCOc1ccc(Oc2nc(N(CC)CC)nc(N3CCOCC3)n2)nn1	16%	15	-16%	-3	0%	1%
CCCN(CCC)c1nc(NC2CCN(C(=O)OCC)CC2)nc(OC)n1	?	-10	?	-3	?	7%
CN(C)S(=O)(=O)NCc1ccc2c(c1)OCO2	?	9	?	-1	0%	5%
Cc1ccccc1C1c2[nH]c3ccccc3c2C[C@H]2C(=O)N(C3CCN(Cc4ccccc4)CC3)CC(=O)N12 (stereo partly specified)	.	-5	0.33µM*	-3	3.3µM*	3%
O=c1[nH]c(C2CCN(S(=O)(=O)c3ccc(F)cc3)CC2)nc2c1nnn2Cc1ccc2c(c1)OCCO2	-12%	-4	20%	-5	?	.
O=C(NCc1ccc(F)cc1)c1cccc2c1C(=O)c1ccc(Cl)cc1S2(=O)=O	9%	.	32%[activator]	.	14%	.
CC(C)(C)C1CCC(C(=O)OCC(=O)N2CCN(C(=O)c3ccco3)CC2)CC1 (stereo unspecified)	12%	-3	-13%	-2	-8%	0%
O=C(C1=C(O)C(=O)N(c2ccccc2)C1c1ccc([N+](=O)[O-])cc1)c1cccs1 (stereo unspecified)	10%	-9	67%[activator]	-2	-1%	2%
Cc1ccc2nc(NC(=O)C3CCCN(S(=O)(=O)c4cccc5nonc45)C3)sc2c1 (stereo unspecified)	.	23	?	5	0%	-13%
N#Cc1c(-c2ccc3c(c2)OCO3)cc[nH]c1=O	0%	-17	3%	-8	3%	7%
CC1CCN(Cc2ccc(-c3nnn(CC(=O)Nc4ccccc4Cl)n3)cc2)CC1	-17%	-5	23%	-1	?	3%
CCCN1Cc2cccc(C(=O)N3CCN(c4ccc(F)cc4)CC3)c2C1=O	15%	-8	-10%	-2	.	3%
CSCCC(NS(=O)(=O)c1ccc2ccccc2c1)C(=O)OCC(=O)c1ccc(C(C)C)cc1 (stereo unspecified)	-12%	16	3%	-1	19%	-1%
Cc1cc(C)cc(OCC(=O)NNC(=O)C2CCCO2)c1 (stereo unspecified)	17%	28	?	6	41%[activator]	0%
COc1ccccc1CNS(=O)(=O)c1ccc(C)cc1	-5%	12	8%	7	.	-11%
CCCCn1c(N)c(N(Cc2ccccc2OC)C(=O)c2ccc([N+](=O)[O-])s2)c(=O)[nH]c1=O	?	.	9.3µM*	.	10µM*	.
CNC[C@H](NC[C@@H](NCCCc1ccccc1)c1ccccc1)[C@H](C)O	-5%	2	?	-2	?	29%
Cc1nonc1C(=O)N/N=C/c1ccc(O)cc1O	?	8	23%	-4	7%	3%
O=C(COC(=O)Cn1cnc2ccccc2c1=O)NCc1ccccc1	10%	.	5%	.	8%	.
COc1ccc(CCNC(=O)c2ccccc2Cl)cc1OC	-11%	2	?	-2	20%	5%
CCOC(=O)c1ccc(NC(=O)CCN2C(=O)C3CC=CCC3C2=O)cc1 (stereo unspecified)	-30%	.	?	.	-7%	.
Cc1cc(N/N=C/c2ccccc2[N+](=O)[O-])nc(-n2nc(C)cc2C)n1	2.5µM*	13	0.66µM*	2	0.93µM*	5%
COc1ccc2[nH]c(=O)c(CN(C(=O)NC3CCCCC3)C3CCCCC3)cc2c1	-17%	-20	?	2	-18%	2%
CC(=O)c1cnc(Nc2nc(C)c3cc(C)c(C)cc3n2)nc1C	-4%	24	13µM*	-1	2%	-19%
CCOC(=O)C1(Cc2ccc(OC)cc2)CCN(C(=O)CCc2cnccn2)CC1	-7%	36	-3%	14*	-14%	-5%
O=C1CC(NS(=O)(=O)c2ccc([N+](=O)[O-])cc2)CN1c1ccc2c(c1)OCCO2 (stereo unspecified)	0%[8.37 µM]	.	-8%	.	-10%	.
CCOC(=O)CNC(=O)CSc1ncnc2c1cnn2Cc1ccccc1	4%	-11	12%	2	3%	4%

(listing goes on)
canonical_smiles	HCV inhibitor	Shiga toxin inh	Pf growth 96h	CHX counter	Pf growth 48h	Giardia FBPA inh
CCN(c1ccccc1)S(=O)(=O)c1ccc(Cl)c(NC(=O)COC(=O)c2ccc(O)cc2)c1	?	20	12µM*	0	?	10%
CC(C)Sc1cc(N2CCCC2)nc(-c2ccc(F)cc2)n1	-25%	-6	?	7	13µM*	0%
COc1ccccc1NC(=O)COc1ccc(/C=N/NC(=O)c2cccnc2)cc1	4%	-12	31%	7	7%	.
COc1cc2oc(=O)c(Br)c(C)c2c(OC)c1OC	6%	-21	?	1	17%	3%
Cc1ccc(C)c(OC(C)C(=O)Nc2nccs2)c1 (stereo unspecified)	9%	37	6%	24	-7%	.
O=C(O)CCn1c(-c2ccccc2)cc2ccccc21	6%	12	?	5	13%	18%
O=C(N/C(=C\c1cccs1)C(=O)N1CCOCC1)c1ccco1	0%	2	53%	-4	-4%	0%
COC(=O)c1ccccc1NCc1cc(=O)oc2cc(O)c(O)cc12	-20%	25	13%	-4	13%	?

Quoted at random: two compounds from above, in no set order.
canonical_smiles	HCV inhibitor	Shiga toxin inh	Pf growth 96h	CHX counter	Pf growth 48h	Giardia FBPA inh
COc1cc2oc(=O)c(Br)c(C)c2c(OC)c1OC	6%	-21	?	1	17%	3%
COC(=O)c1ccccc1NCc1cc(=O)oc2cc(O)c(O)cc12	-20%	25	13%	-4	13%	?

Whole records, quoted from the list:
`COc1ccc(CCNC(=O)c2ccccc2Cl)cc1OC` is entered as HCV inhibitor = -11%; Shiga toxin inh = 2; Pf growth 96h = ?; CHX counter = -2; Pf growth 48h = 20%; Giardia FBPA inh = 5%
`CC(C)(C)C1CCC(C(=O)OCC(=O)N2CCN(C(=O)c3ccco3)CC2)CC1` (stereo unspecified) is entered as HCV inhibitor = 12%; Shiga toxin inh = -3; Pf growth 96h = -13%; CHX counter = -2; Pf growth 48h = -8%; Giardia FBPA inh = 0%
